ERAP1 inh = blocks human ERAP1 aminopeptidase activity; actives 0.15% (n = 340,000); recombinant ERAP1, Leu-AMC fluorescence, 60 min; Q9NZ08; inhibition, % at 10.7 µM;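 active = mean replicate inhibition of at least 30%, or all replicates individually reaching that 30% level; inactive = mean below 30% and not every replicate reaching it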;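 also: 0% = neutral control wells and 100% = L-leucinethiol positive control wells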
Target sequence (Q9NZ08 whole entry, looked up): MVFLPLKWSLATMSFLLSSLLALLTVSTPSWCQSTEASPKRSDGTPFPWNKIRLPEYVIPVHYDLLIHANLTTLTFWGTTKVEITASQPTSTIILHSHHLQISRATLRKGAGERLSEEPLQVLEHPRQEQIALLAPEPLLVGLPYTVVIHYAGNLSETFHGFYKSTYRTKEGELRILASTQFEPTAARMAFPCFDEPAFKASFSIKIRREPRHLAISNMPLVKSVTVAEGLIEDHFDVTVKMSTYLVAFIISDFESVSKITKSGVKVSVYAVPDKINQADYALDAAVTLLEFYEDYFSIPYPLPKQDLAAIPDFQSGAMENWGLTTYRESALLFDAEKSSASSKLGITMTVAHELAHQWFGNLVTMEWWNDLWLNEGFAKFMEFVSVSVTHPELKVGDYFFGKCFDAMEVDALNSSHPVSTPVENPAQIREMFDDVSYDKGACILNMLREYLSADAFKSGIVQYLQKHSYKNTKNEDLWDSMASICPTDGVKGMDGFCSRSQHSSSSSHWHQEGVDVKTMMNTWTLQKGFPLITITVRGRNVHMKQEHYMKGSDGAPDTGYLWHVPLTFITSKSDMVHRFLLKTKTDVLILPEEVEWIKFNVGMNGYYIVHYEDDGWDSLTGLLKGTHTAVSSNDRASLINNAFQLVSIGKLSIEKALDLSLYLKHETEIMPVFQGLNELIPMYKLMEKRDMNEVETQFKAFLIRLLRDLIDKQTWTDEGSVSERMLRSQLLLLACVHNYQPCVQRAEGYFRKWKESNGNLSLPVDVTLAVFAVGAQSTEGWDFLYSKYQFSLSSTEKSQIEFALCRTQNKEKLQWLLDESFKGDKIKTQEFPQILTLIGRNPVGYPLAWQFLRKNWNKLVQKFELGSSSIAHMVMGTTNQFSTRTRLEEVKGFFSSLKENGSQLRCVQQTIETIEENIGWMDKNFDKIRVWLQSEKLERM
PglD inh = blocks C. jejuni PglD acetyltransferase activity. purified PglD enzyme, DTNB colorimetric CoA detection. inhibition, % at 12.5 µM. actives 0.098% (n = 360,000). AID 602405; in the data active = inhibition above about 16%, passing the limit was not always enough; inconclusive = no clear call, values can overlap the other calls; also: strong numbers were not always called active
LGR2 inh = Drosophila LGR2 receptor signaling inhibition. actives 0.35% (n = 380,000). inhibition, % at 9.99 µM. AID 720647. HEK293 LGR2, CRE-luciferase, bursicon-stimulated, 4 h;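 active = drop in luminescence signal, shown as inhibition above about 50% in the replicate tests, limit read from the data, passing the limit was not always enough; inconclusive = probably only some replicates passing the limit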;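 also: agonist challenge used bursicon conditioned medium at about half maximal strength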
S100A4 inh HTS = S100A4-myosin IIA interaction inhibition; S100A4/TAMRA-MyoIIA peptide fluorescence polarization; inhibition, % at 10.7 µM; actives 0.14% (n = 360,000); AID 652163;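 active = mean inhibition of at least 70% across replicates, with every replicate also reaching that level; inconclusive = mean inhibition reaches 70% but some replicates fall short; inactive = mean inhibition below 70%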
Target sequence (P26447 whole entry, looked up): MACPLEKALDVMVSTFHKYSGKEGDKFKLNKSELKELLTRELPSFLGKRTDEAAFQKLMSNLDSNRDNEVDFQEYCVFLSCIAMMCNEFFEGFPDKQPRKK
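incubation = readout 5 min after mixing, signal stable up to 60 min | system = S100A4 monomer protein | buffer or medium = HEPES pH 7.2 with CaCl2, KCl, NaCl, DTT, Triton | benchmarks = neutral control DMSO, positive control TFP | also added = fluorescent myosin IIA peptide, 5 nM | compound dosing = one concentration per compound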
EWS-Fli inh = blocks EWS/Fli oncoprotein-driven transcription | A673 NR0B1-luciferase reporter, viability-normalised | inhibition, % at 12.6 µM | actives 0.67% (n = 350,000) | AID 651661;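 active = mean inhibition of at least 50% after viability correction, with every replicate also passing that limit; inconclusive = mean reaches 50% but only one of two replicates passes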;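 also: firefly luciferase signal divided by Alamar Blue viability fluorescence both relative to DMSO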
PAX8 inh HTS = lowers PAX8-driven luciferase in RMG-I cells. RMG-I TPO-luciferase reporter, SteadyGlo, 24 h. inhibition, % at 12.6 µM. actives 1.2% (n = 360,000);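 active = mean replicate inhibition at least 60% with every replicate also reaching 60%; inconclusive = only one of the two criteria is met; inactive = mean below 60% and not all replicates reaching 60%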;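 also: luciferase light reporting Pax8 driven TPO promoter activity; plate controls were median of neutral control wells for no effect and mitoxantrone controls for full effect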
PGC1a acetyl inh = lowers PGC1a acetylation signal in U2OS cells. AlphaScreen anti-acetyl-lysine; with virally co-expressed GCN5 acetyltransferase. inhibition, % at 15.6 µM. actives 0.17% (n = 350,000);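 active = every replicate shows inhibition of at least 40%; inconclusive = mean inhibition at least 40% but some replicate below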;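 also: 0% = neutral control wells and 100% = positive control wells; some results beyond the cut were filed as inactive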
FN deposition inh = fibronectin deposition inhibition | AH1F fibroblasts, Alexa488-fibronectin deposition fluorescence, overnight | inhibition, % at 12.6 µM | actives 0.086% (n = 350,000) | AID 743247;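 active = mean inhibition across replicates of 30% or more, regardless of how many single replicates reach that level; inconclusive = mean under 30% yet at least half of replicates reach 30%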;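 also: positive control wells lacked labelled fibronectin entirely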
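test system = AH1F fibroblasts assembling fluorescent fibronectin matrix | quantity = 10000 AH1F cells per well | buffer or medium = DMEM plus 2% serum, read in PBS | doses = single dose, pinned | incubation = 1 h cell attachment, overnight exposure to compound and label | detection = fluorescence at 485 nm excitation, 525 nm emission | read-out basis = inhibition from reduced deposited-fibronectin fluorescence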
Active calls of the source: *; ? = inconclusive; / = no result given.

Results follow in this order: ERAP1 inh	PglD inh	LGR2 inh	S100A4 inh HTS	EWS-Fli inh	PAX8 inh HTS	PGC1a acetyl inh	FN deposition inh
- C[C@@H]1CN([C@H](C)CO)C(=O)c2ccccc2-c2ccccc2CO[C@H]1CN(C)C(=O)CCC(F)(F)F
  0.4	-0.7	-10.9	-4.8	3.0	0.2	2.8	/
- C[C@@H]1CN([C@H](C)CO)S(=O)(=O)c2ccc(C#C[C@@H](C)O)cc2O[C@@H]1CN(C)C(=O)Cc1ccccn1
  1.6	0.6	10.7	-30.2	5.0	/	9.0	/
- O=C1CC2C(CCC23OCCO3)c2ccc3ccccc3c21 (centres undefined)
  -3.1	/	-48.6	0.0	-84.6	-124.7	-3.3	-3.9
- O=C(Nc1ccc2ccccc2n1)C1CCCCC1
  -6.2	-7.4	-54.9	2.1	-76.9	-195.5	2.8	-10.3
- CCOc1ccc(C2CC(c3ccccc3C)n3ncnc3N2)cc1 (centres undefined)
  /	-1.0	18.1	-1.1	-8.6	-3.1	/	25.3
- CCC(=O)N1[C@H](CN(C)C(=O)CN2CCOCC2)[C@@H](c2ccccc2)[C@@H]1CO
  /	0.1	-14.6	/	0.8	-11.8	-1.1	17.1
- CC1CCN(CCNC(=O)CN(C)S(=O)(=O)c2cccc3nsnc23)CC1
  /	-5.4	/	/	/	-17.1	1.6	-2.1
- CCc1ccc(C(=O)N/N=C/c2cccc3ccccc23)nc1
  -0.4	/	-97.9	-1.7	-84.8	43.7	/	-2.2
- CCc1ccc(CCC(=O)N2CCN(S(=O)(=O)c3sc(C(=O)O)c(C)c3C(=O)O)CC2)cc1
  -3.5	-2.9	-8.9	-8.6	1.6	-1.6	11.6	8.9
- CCCCNC(=O)c1nc(C2CCN(S(=O)(=O)c3csc(C(=O)O)c3)CC2)oc1-c1ccccc1
  -1.4	-2.6	-5.8	-0.8	14.1	1.9	-1.9	-0.5

Other compounds:
Results follow in this order: ERAP1 inh	PglD inh	LGR2 inh	S100A4 inh HTS	EWS-Fli inh	PAX8 inh HTS	PGC1a acetyl inh	FN deposition inh
- CC(C)C1=C2CCCCC2NC(=O)N1 (centres undefined)
  -0.9	-2.8	2.1	1.8	0.4	/	-16.6	/
- CC1(Cc2ccc(Cl)c(Cl)c2)C(=O)Nc2ccc(S(=O)(=O)NC3CCCCC3)cc21 (centres undefined)
  0.9	1.0	18.7	-1.2	-8.9	41.6	/	-6.5
- CC1CC(C)CN(CCOCCSc2ccccc2)C1 (centres undefined)
  5.7	/	-2.6	?	7.4	-17.7	/	-5.5
- COC(=O)C1=CN(c2ccc3c(c2)OCO3)C(N)=C(C#N)C1c1ccccc1 (centres undefined)
  /	/	-15.8	-5.5	31.9	10.9	/	/
- Cn1cnnc1SCc1ccc(C(=O)N/N=C(\CCC(=O)O)c2ccc(C(C)(C)C)cc2)cc1
  /	3.8	-6.0	/	/	-29.0	14.6	4.0
- CCOC(=O)C1=C(CC)Nc2ccccc2N/C1=N\S(=O)(=O)c1cccc(C(C)=O)c1
  -0.6	-2.6	-15.4	-1.2	-2.8	0.0	9.2	0.0
- C=CCOC(=O)N1CCC2CC1c1cc(-c3ccc(OC)cc3)ccc12 (centres undefined)
  0.8	1.2	-6.8	-0.5	8.2	12.0	-19.4	9.4
- COc1cc(CNC2CCCC2)cc(OC)c1
  -2.2	-1.4	-3.5	-0.9	-3.6	/	-8.9	/
- COc1cc(OC)c(C(=O)/C=C/c2ccc(OCc3ccccc3)c(OC)c2)c(OC)c1
  -0.7	-10.3	11.4	0.2	5.6	37.3	36.4	-8.7
- CCOc1cccc(CN2CCC(n3nccc3NC(=O)C3CC3)CC2)c1O
  -1.8	0.0	3.5	-14.7	/	-1.6	/	2.0

Additional results.
Results follow in this order: ERAP1 inh	PglD inh	LGR2 inh	S100A4 inh HTS	EWS-Fli inh	PAX8 inh HTS	PGC1a acetyl inh	FN deposition inh
- Cc1cccc(OCc2ccccc2)n1
  -4.8	2.1	6.1	-2.0	-17.1	2.8	7.9	-2.4
- COc1ccc(NCc2nnc(-c3ccccc3)o2)cc1
  -3.9	-1.8	-15.7	-4.8	/	-11.1	-18.5	3.6
- CNC[C@H]1OCCCC[C@H](C)Oc2ccc(NS(=O)(=O)c3ccc(OC)cc3)cc2C(=O)N([C@@H](C)CO)C[C@@H]1C
  -0.8	-0.4	4.5	-10.9	3.9	-26.3	7.8	/
- O=C(COC(=O)Cc1ccc(F)cc1)Nc1cc(S(=O)(=O)N2CCOCC2)ccc1N1CCCC1
  9.1	/	-5.7	1.7	-0.5	16.4	/	-0.9
- C[C@@H]1CN([C@@H](C)CO)C(=O)c2cc(C3=CCCCC3)cnc2O[C@@H]1CN(C)Cc1cccnc1
  -0.6	-1.7	22.0	-0.1	-2.5	-2.0	0.5	0.5
- Cc1ccc(CNc2ncc(-c3ccccc3)n2C)o1
  -2.2	/	-7.0	1.8	-11.7	-17.8	/	1.4
- C[C@@H]1CN([C@H](C)CO)C(=O)c2cccc(NC(=O)Nc3ccccc3)c2O[C@@H]1CN(C)C(=O)Nc1ccccc1
  0.3	0.4	-4.2	10.1	-0.1	32.8	6.6	/
- O=[N+]([O-])c1cccc(/C=N/Nc2nc(N3CCCCC3)nc(N3CCCCC3)n2)c1
  4.0	-2.3	-12.1	1.3	-5.8	-2.3	-4.8	0.3
- CO[C@H](CN(C)Cc1ccc(-c2ccccn2)cc1)[C@@H](C)CN(C(=O)Nc1ccc(F)cc1)[C@@H](C)CO
  -0.3	0.7	-2.3	3.2	5.5	/	4.3	8.6
- CC(C)(C)C(=O)Nc1ccc(F)cc1[N+](=O)[O-]
  /	/	0.0	-3.2	-3.2	-10.9	/	-5.9

Going on with the list:
Results follow in this order: ERAP1 inh	PglD inh	LGR2 inh	S100A4 inh HTS	EWS-Fli inh	PAX8 inh HTS	PGC1a acetyl inh	FN deposition inh
- CCOC(=O)N1CCC(N2C(=O)c3cc(C(=O)NC4CCCCC4)ccc3C2O)CC1 (centres undefined)
  /	7.6	5.9	-2.4	-4.3	-18.7	-5.1	10.8
- Cc1ccc(-n2cc(CNCCn3nc(C)cc3C)c(-c3ccc(F)cc3)n2)cc1
  1.5	-4.8	-32.7	-6.4	3.3	32.8	-18.2	0.4
- C/C(=N\NC(=O)CNC(=O)c1ccc(F)cc1)c1ccco1
  -0.6	-1.5	13.4	-2.8	/	-7.6	4.1	-5.2
- CC(C)CCn1c(=O)c2sccc2n2c(CCCC(=O)N3CCC(N4CCCCC4)CC3)nnc12
  0.7	-2.4	2.8	-2.5	-3.6	2.7	-1.8	22.9
- COc1cccc(NC(=O)CN2C(=O)NC3(CCCc4ccccc43)C2=O)c1 (centres undefined)
  2.1	4.5	-14.2	3.6	-0.3	9.6	7.4	0.9
- Cc1ccccc1N(Cc1cc(=O)[nH]c2ccccc12)C(=O)C(C)C
  0.0	6.2	6.7	4.4	14.0	-2.4	/	-1.5
- COC(=O)c1c(CCl)noc1C(=O)NCC1CCCO1 (centres undefined)
  -2.8	-4.5	6.0	-4.1	-0.4	0.9	-3.5	8.8
- CC1(C)CC2(CCO1)OC(=O)CC2C(=O)Nc1c(Cl)cccc1Cl (centres undefined)
  3.2	/	2.8	2.6	9.8	9.1	-9.0	14.1
- Cc1ccc(S(=O)(=O)N2C[C@H]3n4c(=O)ccc(=O)n4C[C@H](OC(=O)NCc4ccccc4F)[C@@]3(O)C2)cc1
  -6.2	-0.3	29.4	2.6	11.7	56.3	-3.9	3.6
- COc1cccc(-c2cc(C(=O)Nc3ccccc3)c3ccccc3n2)c1
  5.8	2.8	2.8	0.6	0.6	-5.7	4.9	2.3

Next part:
Results follow in this order: ERAP1 inh	PglD inh	LGR2 inh	S100A4 inh HTS	EWS-Fli inh	PAX8 inh HTS	PGC1a acetyl inh	FN deposition inh
- Cc1ccc(N2CC(O)=C(c3ccccc3)C2=N)cc1
  -0.8	/	7.4	-2.1	-11.5	-11.3	4.6	-4.0
- C=CCNC(=O)CCCCCNS(=O)(=O)c1ccc(OC)cc1
  /	0.7	-0.8	/	/	/	-5.9	-0.4
- NC(=S)Nc1ccc(F)cc1F
  /	3.2	7.6	1.4	3.4	5.1	1.1	-2.5
- CC(Sc1nc2ccccc2n1C)C(=O)Nc1ccc(N2CCOCC2)cc1 (centres undefined)
  -2.6	/	3.3	13.6	-5.2	-4.7	2.0	/
- COc1ccc(N2C(=O)CC(Sc3nc4c(cc3C#N)CCC4)C2=O)cc1 (centres undefined)
  0.0	-4.4	11.5	4.2	-15.0	-9.9	7.4	2.1
- C[C@@H]1CN([C@H](C)CO)C(=O)c2cccc(NS(=O)(=O)c3cccs3)c2O[C@H]1CN(C)S(=O)(=O)c1cn(C)cn1
  -2.4	0.0	-19.9	2.4	2.9	/	-3.0	/
- C[C@@H]1CCCCO[C@@H](CN(C)S(=O)(=O)c2cccs2)[C@H](C)CN([C@H](C)CO)C(=O)c2cc(NS(=O)(=O)c3cn(C)cn3)ccc2O1
  3.0	2.2	2.8	-6.3	-0.5	12.6	14.0	-3.9
- COc1ccccc1CNC(=O)c1ccccc1OCc1ccc(F)cc1
  /	-0.7	3.5	/	/	9.9	-14.7	1.5
- CCC[C@H]1COCCS(=O)(=O)N1Cc1ccccc1F
  -1.2	0.0	22.9	-1.7	-2.7	-10.6	-9.6	-5.6
- CCN1C(=O)c2cccc3c(S(=O)(=O)NCc4ccco4)ccc1c23
  /	-3.2	14.1	/	/	/	-5.1	2.2

Carrying on:
Results follow in this order: ERAP1 inh	PglD inh	LGR2 inh	S100A4 inh HTS	EWS-Fli inh	PAX8 inh HTS	PGC1a acetyl inh	FN deposition inh
- COc1ccc(C=NNC(=O)CCCCC(=O)NN=Cc2ccc(OC)cc2)cc1
  3.6	2.5	-17.2	-3.5	0.1	2.7	1.6	-0.2
- C/C(=N\OC(=O)Nc1ccccc1)c1ccc(C)cc1
  /	/	-48.8	-3.2	-86.3	-77.2	5.0	-3.4
- C[C@@H]1CN([C@@H](C)CO)C(=O)CCCn2nncc2CO[C@H]1CN(C)C(=O)Nc1ccccc1
  -1.0	-0.4	-13.3	-2.9	-2.5	-23.9	2.4	1.3
- C[C@H]1CCC[C@@]2(O[C@@H](CCO)C[C@@H](O)[C@@H]2O)O1
  6.6	2.0	-7.6	-0.5	-7.6	-27.2	4.9	7.1
- CCC(=O)Nc1ccc2c(c1)C(=O)N(C)C[C@@H](OC)[C@H](C)CN(C(=O)C1CC1)[C@H](C)CO2
  0.0	0.2	-6.9	5.0	-6.0	11.3	0.2	5.4
- CC(C)CN(C(=O)c1cccc(S(=O)(=O)N2CCN(Cc3ccccc3)CC2)c1)C1CCS(=O)(=O)C1 (centres undefined)
  1.4	-3.4	3.9	-1.7	2.2	-30.8	-2.7	0.5
